# a7 integrin act: activators of alpha7 integrin expression for muscular dystrophy | alpha7betagal myoblasts, beta-gal FDG fluorescence, 48 h | Potency, µM (top dose mostly 38.3 µM), for inactives: at the highest dose activation, usual class: activators | actives 0.064% (n = 350,000) | AID 624291;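 also: potency is read from the fitted curve at half-maximal effect; 100% = response of the positive control SU9516; nearly all actives have a fitted effect of over 60% in size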
#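 Alpha7betagal+/- myoblasts (passage 13) were plated 16-24 hr, then exposed to compounds (1:260 dilution of DMSO stock) for 48 hours at 37C. After MPER lysis, β-galactosidase reporter activity was read as FDG fluorescence (ex 480/em 540) after 30 minutes.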
# ELG1 genotoxic: induces genotoxicity in HEK293T cells with luciferase-tagged ELG1; HEK293T ELG1-luciferase reporter, luminescence, 16 h; Potency, µM (titrated, usually from 46 µM), for the others: top-dose activity change, positive = activation, usual class: activators; actives 1.3% (n = 330,000); also: potency is read from the fitted curve at half-maximal effect; % of control where 0% means no effect; nearly all actives have a fitted effect of over 60% in size
#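 Reporter readout depends on ELG1 protein level, which increases with genetic stress. After 16 hr compound exposure at 37 °C, luciferase activity was quantified using ONE-Glo.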
# TSG101-PTAP inh: blocks PTAP/TSG101 interaction to inhibit HIV-1 budding; Q99816; Fluorescence polarization, FITC-PTAP peptide / Tsg101 binding; Potency, µM (doses to about 115 µM), without a hit: at the highest dose activity change, negative = inhibition, hits mostly inhibitors; 340,000 tested, under 10 active; active = well fitted inhibition curve with a large enough effect in the main read-out, with a control signal flat, not every such curve was filed as active; inconclusive = small, poorly fitted or top-dose-only effect, or effect the other way, or a change in a side signal; inactive = no such curve, though single readings can be large or run the other way; also: potency is read from the fitted curve at half-maximal effect; % of control where 0% means no effect
# Target sequence (Q99816 whole entry, looked up): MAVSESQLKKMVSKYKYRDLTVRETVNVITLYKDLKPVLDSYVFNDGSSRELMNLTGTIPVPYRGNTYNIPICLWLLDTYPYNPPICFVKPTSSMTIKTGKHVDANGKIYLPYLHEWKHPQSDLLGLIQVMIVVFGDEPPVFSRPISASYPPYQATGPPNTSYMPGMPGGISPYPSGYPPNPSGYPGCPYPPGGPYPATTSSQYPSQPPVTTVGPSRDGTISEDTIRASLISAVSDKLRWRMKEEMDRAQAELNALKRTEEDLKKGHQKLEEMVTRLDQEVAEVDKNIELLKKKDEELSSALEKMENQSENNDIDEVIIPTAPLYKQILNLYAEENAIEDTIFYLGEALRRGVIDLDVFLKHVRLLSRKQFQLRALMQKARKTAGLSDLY
#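 FP read-out: FITC-PTAP peptide, 50 nM final, binding Tsg101 binding domain, 10 uM final; 20 min, r.t.; 10 mM HEPES pH 7.5, 0.15 M NaCl, 0.01% Tween 20, 3 mM EDTA, 0.1 mM TCEP.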
# BRCA1 expr up: increases BRCA1 expression; AID 624202; MCF7-BRCA1-FFLuc reporter, luminescence, 48 h; response scale: scaled: vehicle 0%, 10 µM genistein 100%; actives 1.1% (n = 380,000); Potency, µM (top dose mostly 46.1 µM), without a hit: at the top dose activation, usual class: activators; also: potency is read from the fitted curve at half-maximal effect; nearly all actives have a fitted effect of over 80% in size; some results filed as inactive show a strong effect at the top dose
#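 First, MCF7-BRCA1-FFLuc cells (2000/well) attach for 2 h; next, compounds are pin-added and incubated 48 h at 37 °C; finally, luciferase reagent is added and luminescence read after 15 min.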
# USP2a inh: blocks human ubiquitin-specific protease USP2a; O75604; actives 0.01% (n = 330,000); USP2 core, Ub-CHOP2 coupled fluorogenic reporter, 485/531; AID 463254; Potency, µM (doses to about 38.3 µM), for inactives: top-dose activity change, negative = inhibition, most hits filed as inhibitors;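 also: potency is read from the fitted curve at half-maximal effect; plate controls were DMSO wells for no effect and full inhibition by NEM control for full effect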
#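 Cell-free coupled assay: 10nM USP2 core preincubated 30min RT with compound in Tris-HCl pH 8.0/CaCl2/CHAPS buffer, then 25nM Ub-CHOP2 and 25nM reporter substrate; fluorescence (Ex 485/Em 531) read after 60min RT, normalized to NEM inhibition, concentration-response curves fitted.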
# Eya2 phos inh: inhibitors of human Eya2 phosphatase activity; recombinant Eya2, OMFP fluorescence dephosphorylation (OMFP is methylfluorescein phosphate); Potency, µM (doses to about 76.9 µM), without a hit: top-dose activity, negative = inhibition, hits mostly inhibitors; actives 0.006% (n = 330,000); AID 488837; also: potency is read from the fitted curve at half-maximal effect; % is scaled to controls: 0 for no effect and ±100 for the full control effect
#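 Eya2 protein (added as 0.2 uM solution) was preincubated with compound for 10 min at ambient temperature in 50 mM HEPES pH 7.5, 50 mM NaCl, 5 uM MgCl2, 0.05% BSA, 1 mM DTT. OMFP (added at 50 uM) then reacted 10 min; fluorescence read at 485/525 nm.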
# TRPV1 ag: human TRPV1 agonism. actives 0.19% (n = 320,000). Q8NER1. activation, % at 8.33 µM. TRPV1-expressing cells, Fluo-8 calcium influx, agonist mode; in the data active = activation above about 80%; inconclusive = between about 30% and that limit; also: 0% is about no effect
#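 Cells expressing TRPV1 were dye-loaded with Fluo-8 and read kinetically: 10 s baseline, 3 min after compound (agonist portion), then 2 min after EC20 capsaicin (allosteric enhancer portion). Calcium-bound dye fluorescence at 480/520 nm.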
# ASM inhibitor: human S-ASM enzyme inhibition | P17405 | placental ASM, HMU-PC fluorogenic substrate, 60 min | Potency, µM (top dose mostly 57.5 µM), without a hit: top-dose activity change, negative = inhibition, usual class: inhibitors | actives 0.006% (n = 340,000); also: potency is read from the fitted curve at half-maximal effect
#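 Human placenta-derived ASM preincubated with compound 10 min at room temperature, then reacted with 9 uM (final) fluorogenic HMU-PC substrate for 60 min at 37 C. Stop solution raises pH to 10; fluorescence read at Ex 386/Em 447 nm.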
# p53 reactivator: restores transcriptional activity of mutant p53; AID 504706; H1299 p53-A138V BP100-luciferase reporter, luminescence, 24 h; actives 0.063% (n = 320,000); Potency, µM (doses to about 92.2 µM), without a hit: at the highest dose activity change, positive = activation, actives largely listed as activators; also: potency is read from the fitted curve at half-maximal effect; % of control where 0% means no effect; nearly all actives have a fitted effect of over 45% in size
#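 p53-null H1299 cells stably carrying temperature-sensitive p53-A138V and a BP100-luciferase reporter were pinned with compounds (4-point, 1:5 series) and held 24 hrs at 37 deg C. Luminescence was read 10 min after detection reagent.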
# uPA generation: blocks generation of uPA at the cell surface; cell surface uPA generation assay, qHTS; Potency, µM (doses to about 38.3 µM), without a hit: at the highest dose activity change, negative = inhibition, usual class: inhibitors; actives 0.31% (n = 330,000); AID 540303; active = well fitted inhibition curve with a large enough effect; inconclusive = small, poorly fitted or top-dose-only effect; inactive = no such curve, though single readings can be large or run the other way; tested in mouse RAW 264.7 cells; also: potency is read from the fitted curve at half-maximal effect; % is scaled to controls: 0 for no effect and ±100 for the full control effect; nearly all actives have a fitted effect of over 55% in size
# B2AR arrestin: agonists driving beta-arrestin recruitment to human beta2-adrenergic receptor | Potency, µM (doses to about 46.1 µM), for the others: top-dose activation, actives largely listed as activators | beta-arrestin recruitment to beta2AR, cell-based reporter | actives 0.02% (n = 330,000) | AID 492947 | P07550;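 also: potency is read from the fitted curve at half-maximal effect; 0% = DMSO controls and full agonism = EC100 isoproterenol or metaproterenol; nearly all actives have a fitted effect of over 65% in size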
# Target sequence (P07550 whole entry, looked up): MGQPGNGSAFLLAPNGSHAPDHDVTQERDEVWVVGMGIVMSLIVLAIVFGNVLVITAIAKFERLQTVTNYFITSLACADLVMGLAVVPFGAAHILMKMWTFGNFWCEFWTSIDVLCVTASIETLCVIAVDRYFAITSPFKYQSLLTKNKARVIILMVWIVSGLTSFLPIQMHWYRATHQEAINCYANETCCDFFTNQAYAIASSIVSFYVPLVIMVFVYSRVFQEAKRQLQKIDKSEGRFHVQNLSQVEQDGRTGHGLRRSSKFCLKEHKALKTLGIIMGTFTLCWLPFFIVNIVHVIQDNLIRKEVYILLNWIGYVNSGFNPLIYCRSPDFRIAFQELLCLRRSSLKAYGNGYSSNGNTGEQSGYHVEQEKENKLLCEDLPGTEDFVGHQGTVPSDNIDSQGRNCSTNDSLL
# * marks the source's active call; other numbers are inactive results; ? = inconclusive; . = not tested or not shown; [ ] = dose if it differs, or a comment. Unless noted, calls follow the shape of the dose curve; as a rule, active = well fitted curve in the direction sought with a large enough effect; inconclusive = small, poorly fitted or top-dose-only effect, or another doubt; inactive = no such curve, though single readings can be large; an effect the other way counts as inactive or inconclusive. Rows were taken by chance, and some 2.6% of all compounds hit somewhere here.
cpd	compound	B2AR arrestin	BRCA1 expr up	p53 reactivator	ELG1 genotoxic	TSG101-PTAP inh	TRPV1 ag	USP2a inh	a7 integrin act	uPA generation	Eya2 phos inh	ASM inhibitor
1	O=C(CSc1ccc(Br)cc1)Nc1ccccc1N1CCOCC1	0.3%	1%	-15%	-12%	-1%	15	0%	2%	1%	3%	-2%
2	CCN(C(=O)Cn1nc(C(=O)O)c2ccccc2c1=O)C1CCCCC1	-0.1%	-28%	0%	7%	-4%	-1	-1%	-5%	-3%	6%	-1%
3	COc1cc(NC(=O)CSc2nc(C)cs2)cc(OC)c1	-0.5%	-27%	0%	-5%	-2%	1	1%	11%	-8%	10%	0%
4	COc1ccc(C2C(C(=O)c3cccs3)=C(O)C(=O)N2c2cccc(C)n2)cc1 (configuration not stated)	0.4%	0%	2%	6%	-5%	-3	-5%	8%	-1%	7%	10%
5	O=C(NC1CCCCC1)C(c1ccccc1)N(Cc1ccco1)C(=O)Cn1cnc2ccccc21 (configuration not stated)	-0.5%	-37%	-5%	-3%	-8%	5	2%	-21%	5%	-2%	-16%
6	O=C(NCCC1=CCCCC1)c1ccc(F)cc1	-0.4%	22%	?	?	0%	?	3%	17%	1%	-3%	-2%
7	CC(=O)Nc1ccc(S(=O)(=O)N2CCC(C(=O)NCCc3ccc(Cl)cc3)CC2)cc1	-0.3%	-6%	-5%	-5%	-2%	0	2%	3%	4%	10%	-2%[11.5 µM]
8	Cc1ccccc1NC(=S)N(Cc1ccco1)C(C)c1cccs1 (configuration not stated)	-0.3%	0%	-4%	-3%	-2%	-4	0%	0%	1%	-5%	-1%
9	Clc1ccccc1CSc1nnc(-c2ccncc2)o1	0.1%	8.9µM*	?	9%	-5%	4	0%	-29%	5%	-10%	-1%
10	Cc1cccc(NC(=S)Nc2ccc(Cl)c(Cl)c2)c1	0.3%	-37%	12%	-4%	0%	-3	3%	-9%	-12%	-4%	-3%
11	CCOc1ccc(N(CC(=O)NC(C)(C)C)C(=O)CCC(=O)Nc2nccs2)cc1	-0.4%	-26%	.	-3%	1%	1	0%	17%	-7%	-13%	1%
12	COc1ccc(N2CC(NS(=O)(=O)c3ccc4ccccc4c3)CC2=O)cc1OC (configuration not stated)	0.1%	-7%	2%	-2%	-3%	4	-1%	10%	-1%	-12%	-4%
13	Cc1csc(NC(=O)c2ccc(Cl)nc2)n1	0.4%	15%	12%	?	-2%	6	0%	?	-6%	7%	4%
14	Cc1ccc(O)c(NC(=O)c2cc(-c3cccs3)on2)c1	-0.2%	?	?	18µM*	-2%	3	3%	-16%	-5%	2%	-4%
15	COc1ccc2c(c1)CCc1c(C(=O)Nc3ccc(OC)c(OC)c3)noc1-2	0.1%	9%	2%	2%	-7%	7	1%	17%	.	1%	1%
16	CCOC(=O)C1CCN(C(=O)c2cc3cc(F)ccc3[nH]2)CC1	-1.2%	-30%	0%	0%	-5%	-2	1%	-1%	-3%	8%	0%
17	O=C(CN(c1ccccc1)S(=O)(=O)c1ccc(F)cc1)NC1CCCCCC1	0.1%	-13%	-4%	?	0%	12	3%	8%	2%	-3%	.
18	Cc1ccc(NC(=O)CN2CCN(C(=O)C3CCCO3)CC2)c(C)c1 (configuration not stated)	0.2%	0%	2%	3%	0%	3	2%	-1%	1%	-17%	1%
19	Cc1cccc(C(=O)C2CCN(S(=O)(=O)c3cccc(C(=O)O)c3)CC2)c1	-0.7%	2%	19%	3%	-3%	6	1%	-8%	16%	-5%	4%
20	O=c1c2ccccc2nnn1Cc1ccc2ccccc2c1	-0.4%	34%	2%	6%	0%	21	-7%	-7%	3%	-6%	-4%
21	CCOC(=O)c1c(-c2cccs2)csc1NC(=O)CN1CCOCC1	0.2%	-59%	1%	-19%	-6%	6	-5%	-1%	-11%	-17%	-16%
22	O=C(N/N=C/c1ccc(OC(F)F)cc1)c1cccc(S(=O)(=O)N2CCOCC2)c1	0.2%	4%	1%	-2%	0%	?	0%	2%	3%	-5%	-2%
23	CC1=NNC(=O)/C1=C\c1cn(-c2ccccc2)nc1-c1ccc(Cl)cc1	0.0%	-94%[inhibitor]	-16%	-20%	-3%	28	0%	-47%[inhibitor]	-11%	-17%	-5%
24	COc1ccc(CCNC(=O)c2cccnc2)cc1OC	0.1%	35%	-2%	-4%	-5%	-3	-1%	-15%[7.66 µM]	.	-8%	-1%
25	CCOC(=O)C1=C(COC(=O)c2cc(OC)c(OC)cc2[N+](=O)[O-])NC(=O)NC1C (configuration not stated)	-0.1%	-22%	-5%	2%	0%	3	9%	21%	0%	-13%	-3%
26	COc1cc(/C=N/NC(=O)C(Cc2c[nH]c3ccccc23)NC(=O)OCC(C)C)cc([N+](=O)[O-])c1O (configuration not stated)	-0.9%	-34%	-2%	1%	2%	-2	-2%	-22%	4%	-7%	-21%
27	COc1ccc(N2C(=O)CC(Sc3n[nH]c(-c4ccccc4)n3)C2=O)cc1 (configuration not stated)	-0.4%	-8%	-7%	-3%	-3%	-2	-1%	-39%	3%	4%	-3%
28	N#C/C(=C\c1ccccc1O)C(=O)Nc1ccccn1	0.3%	-30%	17%	5%	-2%	1	1%	6%	2%	1%	1%
29	Cc1cc(C)c(S(C)(=O)=O)c(Oc2ccccc2C)n1	-0.1%	-4%	-5%	-1%	0%	-3	3%	16%	-2%	3%	4%
30	CSc1ccc(C(=O)C2CCCN(S(=O)(=O)c3c(C)noc3C)C2)cc1 (configuration not stated)	-0.9%	-28%	8%	-11%	-3%	2	0%	15%	-1%	6%	-6%
31	CCOC(=O)C1CCCN(CCSc2ccc(C)cc2)C1 (configuration not stated)	-0.7%	40%	23%	-2%	1%	12	1%	7%	4%	-3%	-1%
32	O=C(CN1CCCCCC1)Nc1ccc(F)c(F)c1F	0.3%	1%[1.84 µM]	4%	5%	0%	6	-1%	-10%	1%	-12%	2%
33	CCOC(=O)N1CCN(C(=O)C2CCC(=O)N(Cc3cccc(C(F)(F)F)c3)C2)CC1 (configuration not stated)	-0.5%	-15%	3%	5%	.	2	0%	-17%	3%	0%	35%[activator]
34	Cc1ccc(NC(=O)CN(C)C(=O)c2ccccc2OCc2c(C)noc2C)cc1	0.1%	4%	1%	1%	-5%	-3	1%	45%	-1%	0%	0%
35	COc1cc2c(cc1OC)[C@@H](Cc1ccc(OCCC#N)cc1)N(C)CC2	-1.0%	14%	-2%	2%	0%	2	3%	-52%	-7%	-19%	84%[activator]
36	Cc1ccc(-c2nnc(N(C)C(=O)c3cccnc3)s2)cc1	-0.8%	76%	8%	17%	-8%	7	0%	43%	-9%	12%	-3%
37	COc1ccc2c(C)cc(SCC#N)nc2c1	0.0%	5%	-2%	-6%	1%	-2	-2%	3%[7.66 µM]	.	0%	2%
38	CCn1c(SCC(=O)Nc2sc(C)c(C)c2C#N)nnc1C(C)C	-0.1%	-13%	-3%	-1%	-4%	2	0%	0%	-4%	4%	0%

# Entries above with a thiophene ring, fused or not:
cpd	compound	B2AR arrestin	BRCA1 expr up	p53 reactivator	ELG1 genotoxic	TSG101-PTAP inh	TRPV1 ag	USP2a inh	a7 integrin act	uPA generation	Eya2 phos inh	ASM inhibitor
4	COc1ccc(C2C(C(=O)c3cccs3)=C(O)C(=O)N2c2cccc(C)n2)cc1 (configuration not stated)	0.4%	0%	2%	6%	-5%	-3	-5%	8%	-1%	7%	10%
8	Cc1ccccc1NC(=S)N(Cc1ccco1)C(C)c1cccs1 (configuration not stated)	-0.3%	0%	-4%	-3%	-2%	-4	0%	0%	1%	-5%	-1%
14	Cc1ccc(O)c(NC(=O)c2cc(-c3cccs3)on2)c1	-0.2%	?	?	18µM*	-2%	3	3%	-16%	-5%	2%	-4%
21	CCOC(=O)c1c(-c2cccs2)csc1NC(=O)CN1CCOCC1	0.2%	-59%	1%	-19%	-6%	6	-5%	-1%	-11%	-17%	-16%
38	CCn1c(SCC(=O)Nc2sc(C)c(C)c2C#N)nnc1C(C)C	-0.1%	-13%	-3%	-1%	-4%	2	0%	0%	-4%	4%	0%
